GSTO1 inh: inhibitors of recombinant GSTO1, primary screen, counter-screen for RBBP9 inhibitor project, biochemical, fluorescence polarization | Glutathione S-transferase omega-1 (Homo sapiens), P78417 | AID 1974, 2009 | activity-based probe fluorescence polarization | inhibition, % at 5.96 µM | hit rate 1.1% among 300,000;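 active = inhibition above the campaign mean inhibition plus 3 SD, cut at about 35% in these data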;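 note: 0% = GSTO1-1 with DMSO and 100% = wells lacking GSTO1-1 enzyme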
GLD-1 TGE inh: GLD-1/TGE RNA complex disruptors, primary screen, biochemical, fluorescence polarization. Female germline-specific tumor suppressor gld-1 (Caenorhabditis elegans), Q17339. hit rate 0.44% among 320,000. purified GLD-1 + fluorescein TGE RNA. inhibition, % at 5.96 µM. AID 2280, 2010;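 active = percent inhibition above a per-plate cutoff, the plate mean of test compounds plus 3 SD, cut at about 30% in these data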;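 note: 0% = DMSO wells with GLD-1 and probe and 100% = wells lacking GLD-1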
Fam108B inh: mouse Fam108B serine hydrolase inhibitors, primary screen, counter-screen for RBBP9 inhibitor project, biochemical, fluorescence polarization; recombinant Fam108B, FP-Rh probe fluorescence polarization; inhibition, % at 9.51 µM; hit rate 0.33% among 300,000;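 active = inhibition above the screen mean inhibition plus 3 SD, computed separately per campaign, cut at about 18% in these data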;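 note: inhibitors lower polarization as less probe binds the enzyme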
PAD4 inh: human PAD4 inhibitors, primary screen, biochemical, fluorescence polarization, 1536-well format; Protein-arginine deiminase type-4 (Homo sapiens), Q9UM07; recombinant PAD4, RCA probe fluorescence polarization; inhibition, % at 6.36 µM; hit rate 0.41% among 330,000;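 active = percent inhibition above a cutoff equal to the mean of all tested compounds plus 3 SD, cut at about 15% in these data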;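 note: 0% = PAD4 with RCA probe and DMSO and 100% = probe without PAD4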
TPT1 inhibitor: Candida albicans TPT1 enzyme inhibitors, primary screen, biochemical, fluorescence polarization; AID 1962, 2009; recombinant caTPT1, FP RNA substrate dephosphorylation; hit rate 0.81% among 300,000; inhibition, % at 5 µM;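 active = inhibition above the mean of all tested compounds plus 3 SD, set per screening campaign, cut at about 24% in these data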;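 note: plate controls were DMSO alone for no effect and ferristatin control at 100 nM for full effect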
MCL1 BIM primary: inhibitors of MCL1 binding to BIM-BH3, primary screen, biochemical, fluorescence polarization. GST-MCL1 / FITC-Bim-BH3 fluorescence polarization. inhibition, % at 10.9 µM. hit rate 0.68% among 320,000. AID 2057, 2009;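 active = inhibition above the mean inhibition of all tested compounds plus 3 SD, set per campaign, cut at about 40% in these data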;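 note: 0% = DMSO wells and 100% = unlabeled Bim-BH3 peptide control; higher means more loss of mP so more displacement of Bim peptide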
Target sequence (Q07820 whole entry, looked up): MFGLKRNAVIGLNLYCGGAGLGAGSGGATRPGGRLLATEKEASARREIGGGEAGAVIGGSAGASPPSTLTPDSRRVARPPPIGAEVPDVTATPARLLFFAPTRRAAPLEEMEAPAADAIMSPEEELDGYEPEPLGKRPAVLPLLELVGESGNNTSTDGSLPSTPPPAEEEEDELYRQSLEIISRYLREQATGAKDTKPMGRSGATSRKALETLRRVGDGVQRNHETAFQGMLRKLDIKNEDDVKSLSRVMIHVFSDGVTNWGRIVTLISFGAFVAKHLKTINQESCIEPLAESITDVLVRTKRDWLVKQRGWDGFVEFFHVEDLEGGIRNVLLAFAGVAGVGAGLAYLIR
PME-1 primary: PME-1 inhibitors via competitive probe labeling, primary screen, biochemical, fluorescence polarization, FP-Rh probe, HTS | Protein phosphatase methylesterase 1 (Homo sapiens), Q9Y570 | hit rate 0.53% among 320,000 | recombinant PME-1 | inhibition, % at 5.9 µM;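 active = inhibition above the campaign mean of all compounds plus 3 SD, cut at about 26% in these data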;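 note: competitive labeling of PME-1 active site by serine hydrolase directed probe; 0% = PME-1 with DMSO and 100% = wells lacking PME-1 enzyme; inhibitors block probe labeling so polarization falls and inhibition rises; many of its hits are not listed in these tables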
MEX-5 binding: MEX-5 zinc finger RNA-binding disruptors – biochemical, C. elegans, fluorescence polarization, MLPCN library, primary screen. Zinc finger protein mex-5 (Caenorhabditis elegans), Q9XUB2. MEX-5/FITC-TCR2 RNA binding; stronger effect = lower value. activity score (negative = inhibition of binding), % at 10 µM. hit rate 0.38% among 300,000;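 active = inhibition past about -25% in most replicates, and total fluorescence under double the plate's negative control median, limit read from the data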;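 note: 0% = DMSO and -100% = 5 µM competing unlabeled TCR2 RNA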
Target sequence (Q9XUB2 whole entry, looked up): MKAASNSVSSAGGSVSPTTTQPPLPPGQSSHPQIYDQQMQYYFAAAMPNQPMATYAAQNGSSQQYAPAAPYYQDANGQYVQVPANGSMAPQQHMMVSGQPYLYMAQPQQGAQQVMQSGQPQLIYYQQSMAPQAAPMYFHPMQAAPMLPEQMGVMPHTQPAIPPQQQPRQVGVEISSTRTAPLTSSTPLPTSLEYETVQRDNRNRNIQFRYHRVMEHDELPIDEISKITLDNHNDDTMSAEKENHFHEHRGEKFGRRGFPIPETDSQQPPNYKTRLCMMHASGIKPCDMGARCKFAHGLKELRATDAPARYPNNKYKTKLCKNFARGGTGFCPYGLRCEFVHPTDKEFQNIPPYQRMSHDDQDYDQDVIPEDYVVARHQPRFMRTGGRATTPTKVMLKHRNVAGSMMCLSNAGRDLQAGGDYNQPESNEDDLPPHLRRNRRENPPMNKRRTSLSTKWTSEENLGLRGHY
Bcl-xL primary: inhibitors of human Bcl-xL, primary screen, biochemical, fluorescence polarization, HTS. Bcl-2-like protein 1 (Homo sapiens), Q07817. GST-Bcl-xL / FITC-Bim BH3 peptide fluorescence polarization. inhibition, % at 10.9 µM. hit rate 0.7% among 320,000. AID 2129, 2009;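 active = inhibition above the mean of all tested compounds plus 3 SD, cutoff set per campaign, cut at about 30% in these data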;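 note: 0% = DMSO wells and 100% = unlabeled Bim-BH3 peptide competitor; inhibitors lower millipolarization by displacing the labeled peptide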
Target sequence (Q07817 whole entry, looked up): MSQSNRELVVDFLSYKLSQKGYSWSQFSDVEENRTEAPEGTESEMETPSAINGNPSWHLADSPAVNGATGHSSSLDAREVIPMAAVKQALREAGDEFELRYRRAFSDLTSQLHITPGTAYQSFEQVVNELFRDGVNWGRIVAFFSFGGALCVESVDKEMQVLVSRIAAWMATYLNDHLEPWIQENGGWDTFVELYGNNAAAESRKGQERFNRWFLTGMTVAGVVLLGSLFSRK
An asterisk follows results filed as active; . = not tested or not shown. The list is partial; count on the stated rates, not on these rows.

No.	SMILES	PAD4 inh	Fam108B inh	MCL1 BIM primary	Bcl-xL primary	PME-1 primary	TPT1 inhibitor	GLD-1 TGE inh	MEX-5 binding	GSTO1 inh
1	Cc1ccccc1CN1CCCC(C(=O)Nc2ccc(-c3ccn[nH]3)cc2)C1 (configuration not stated)	-3	3	6	3	0	0	0	0.4	-1
2	COc1ccccc1OCC(O)Cn1c(Br)nc2c1c(=O)[nH]c(=O)n2C (configuration not stated)	4	-4	-7	1	-1	2	1	0.1	-3
3	Cc1c(CCC(=O)NCCC(=O)O)c(=O)oc2c(C)c3oc4c(c3cc12)CCCC4	5	2	5	12	0	-7	-3	0.5	-7
4	COC(=O)c1ccccc1NC(=O)CSc1nc(NC(=O)c2ccccc2)c2c(C)c(C)oc2n1	-1	1	5	2	0	-1	7	2.2	7
5	CCn1c(NCCO)nc2c(c1=O)C(C)(CC)Cc1ccccc1-2 (configuration not stated)	-1	0	-4	0	1	-2	2	1.6	3
6	CCn1c2ccccc2c2cc(NC(=O)COc3ccccc3OC)ccc21	1	8	-6	3	8	2	12	1.3	3
7	CCc1ccc2c(c1)C(=O)c1ccccc1C2=O	2	-4	1	0	6	1	4	-2.6	3
8	Cc1cc(NC(=O)CCC(=O)N(CC2CCCO2)C(C(=O)NC2CCCC2)c2ccccc2C)no1 (configuration not stated)	-2	-1	5	6	-3	0	-4	-2.6	1
9	COc1ccc(Cl)cc1NC(=O)C1COc2ccccc2O1 (configuration not stated)	-7	-4	-3	-3	0	1	-3	0.0	-7
10	COC(=O)c1cccc(NS(=O)(=O)c2ccc(OC)cc2)c1C	-1	-6	-5	0	-2	-1	3	-0.2	4
11	CCCCc1c(O)c2cccc3c2n(c1=O)CCC3	-3	1	-1	-2	2	-2	0	0.7	-2
12	COc1ccc2c(c1OC)C(=O)OC2Nc1nc(-c2cc3ccccc3oc2=O)cs1 (configuration not stated)	-2	-1	2	3	4	1	5	0.9	-3
13	O=C(Nc1nccs1)NC(C(F)(F)F)C(F)(F)F	-6	-8	9	7	0	-25	-4	-2.1	-2
14	COc1cccc(/C=N/NC(=O)Cn2ccnc2C)c1	1	-3	0	2	-2	1	4	-1.8	-2
15	CCOc1ccc(CNC(=O)CCCC(=O)n2ncc3cc(C)ccc32)cc1	-4	3	-6	3	-4	-1	-3	-3.6	-6
16	CCOC(=O)C(CC)Sc1nnc(COc2ccc(C)cc2)n1-c1ccccc1 (configuration not stated)	4	-1	-1	1	1	1	2	0.9	9
17	CN(/N=C/c1ccc(-c2ccc([N+](=O)[O-])cc2)o1)c1ccccc1	-49	-14	-58	12	-24	73*	-45	1.4	-19
18	O=[N+]([O-])c1ccc(C[n+]2cccc3c4ccccc4ccc32)cc1	-1	-2	-8	-5	-2	3	-10	-5.0	6
19	CCC(c1nnnn1Cc1ccccc1)N(Cc1cc2cc(OC)ccc2[nH]c1=O)CC1CCCO1 (configuration not stated)	-2	-6	-1	2	6	-2	-2	-4.4	-3
20	COC(=O)c1ccc(NC(=O)C2C3C=CC(C3)C2C(=O)O)cc1 (configuration not stated)	-3	-4	0	6	0	1	-3	0.3	-5
21	O=C(NNS(=O)(=O)c1ccc(F)cc1F)C1Cc2c(ccc3ccccc23)O1 (configuration not stated)	-14	-10	4	-1	-1	1	11	-2.3	1
22	O=C(O)c1ccccc1C(=O)Nc1nccs1	-3	6	1	6	4	-1	7	-1.1	-9
23	CCCc1cc(=O)oc2c3c(cc(OCC(=O)N4CCC[C@H]4C(=O)O)c12)OC(C)(C)CC3	1	0	-8	-4	-1	4	3	-0.8	-6
24	CCOC(=O)CCc1c(C)nc(SCc2ccc(C(=O)O)cc2)c(C#N)c1C	0	-1	4	4	-1	-1	1	-1.9	4
25	CSC(=NC#N)N1CCN(C(c2ccccc2)c2ccccc2)CC1	-9	0	9	3	-3	1	1	-3.3	2
26	CCCC/C(O)=C1\C(=O)CC(C)(C)CC1=Nc1ccc(OC)cc1	-4	1	7	6	0	-2	-1	0.8	2
27	CNC(=O)c1cc2cc(OC)ccc2oc1=O	0	-1	-1	4	0	1	-1	0.3	-1
28	CCC1CN(S(=O)(=O)c2cc(-c3cc(C)no3)ccc2OC)c2cc(C)ccc2O1 (configuration not stated)	3	-8	6	-3	-8	-1	0	3.7	-9
29	COc1ccccc1NC(=O)COC(=O)CCS(=O)(=O)c1ccc(C)cc1	5	-5	7	2	4	-1	10	-0.9	8
30	Cc1nn(C(=O)c2ccc([N+](=O)[O-])cc2)c(C)c1Br	2	-1	8	0	-3	-4	1	1.7	3

Another view of part of the listing above:
Values run as follows: PAD4 inh | Fam108B inh | MCL1 BIM primary | Bcl-xL primary | PME-1 primary | TPT1 inhibitor | GLD-1 TGE inh | MEX-5 binding | GSTO1 inh
18) O=[N+]([O-])c1ccc(C[n+]2cccc3c4ccccc4ccc32)cc1
→ -1 | -2 | -8 | -5 | -2 | 3 | -10 | -5.0 | 6
19) CCC(c1nnnn1Cc1ccccc1)N(Cc1cc2cc(OC)ccc2[nH]c1=O)CC1CCCO1 (configuration not stated)
→ -2 | -6 | -1 | 2 | 6 | -2 | -2 | -4.4 | -3
20) COC(=O)c1ccc(NC(=O)C2C3C=CC(C3)C2C(=O)O)cc1 (configuration not stated)
→ -3 | -4 | 0 | 6 | 0 | 1 | -3 | 0.3 | -5
21) O=C(NNS(=O)(=O)c1ccc(F)cc1F)C1Cc2c(ccc3ccccc23)O1 (configuration not stated)
→ -14 | -10 | 4 | -1 | -1 | 1 | 11 | -2.3 | 1
22) O=C(O)c1ccccc1C(=O)Nc1nccs1
→ -3 | 6 | 1 | 6 | 4 | -1 | 7 | -1.1 | -9
23) CCCc1cc(=O)oc2c3c(cc(OCC(=O)N4CCC[C@H]4C(=O)O)c12)OC(C)(C)CC3
→ 1 | 0 | -8 | -4 | -1 | 4 | 3 | -0.8 | -6
24) CCOC(=O)CCc1c(C)nc(SCc2ccc(C(=O)O)cc2)c(C#N)c1C
→ 0 | -1 | 4 | 4 | -1 | -1 | 1 | -1.9 | 4
25) CSC(=NC#N)N1CCN(C(c2ccccc2)c2ccccc2)CC1
→ -9 | 0 | 9 | 3 | -3 | 1 | 1 | -3.3 | 2
26) CCCC/C(O)=C1\C(=O)CC(C)(C)CC1=Nc1ccc(OC)cc1
→ -4 | 1 | 7 | 6 | 0 | -2 | -1 | 0.8 | 2
27) CNC(=O)c1cc2cc(OC)ccc2oc1=O
→ 0 | -1 | -1 | 4 | 0 | 1 | -1 | 0.3 | -1

(cont.)
No.	SMILES	PAD4 inh	Fam108B inh	MCL1 BIM primary	Bcl-xL primary	PME-1 primary	TPT1 inhibitor	GLD-1 TGE inh	MEX-5 binding	GSTO1 inh
31	COc1cccc(/C=N/NC(=O)c2ccncc2)c1OC(=O)c1ccc(Br)cc1	1	1	38	34*	-6	-5	27	-0.9	1
32	Cc1ccc(NC(=O)COc2ccc(/C(N)=N/O)cc2)cc1C	-1	1	-6	2	-10	1	0	0.2	0
33	CC(=O)Nc1ccc(OC(=O)CC2SC(=O)NC2=O)cc1 (configuration not stated)	-2	4	9	3	6	0	5	-5.8	0
34	O=S(=O)(c1ccc(Cl)nc1)N1CCN(c2ncccn2)CC1	5	3	-12	4	-1	0	9	3.1	11
35	COc1ccc(-c2sc3ccc(N4CCOCC4)cc3c2-c2ccc(OC)c(F)c2)cc1	-2	-1	-8	1	4	-2	9	-1.1	5
36	Cn1ncc(Br)c1C(=O)Nc1c(F)c(F)cc(F)c1F	-6	-1	-1	-1	-1	-1	1	-2.6	5
37	CCCOc1ccccc1C(=O)N(Cc1cccc(Br)c1)C1CCS(=O)(=O)C1 (configuration not stated)	0	3	-3	4	10	-3	3	-2.5	2
38	O=C(O)c1cc(O)c2c(c1)[C@@H]([C@H]1c3cc(C(=O)O)cc(O)c3C(=O)c3c(O[C@@H]4O[C@H](CO)[C@@H](O)[C@H](O)[C@H]4O)cccc31)c1cccc(OC3O[C@H](CO)[C@@H](O)[C@H](O)[C@H]3O)c1C2=O (some centres not stated)	-47	99*	114*	97*	74*	77*	30	-100*	84*
39	COCc1nnc(NC(=O)c2ccc(OC)cc2OC)s1	2	-1	8	2	-2	2	-3	0.6	-3
40	Clc1ccc2nnc(Cl)n2n1	0	3	9	0	1	8	0	-0.1	-4
41	Cc1ccc(NC(=O)C2CCN(S(=O)(=O)c3cnc[nH]3)CC2)cc1C	0	2	-1	0	0	2	-4	-0.6	10
42	CCOc1cc(OCC)c(C(C)=O)cc1OCC	-18	.	-3	0	1	.	-3	.	.
43	Cc1ccc(-n2nc3c(=O)n(CCCC(=O)NCc4ccc(Cl)cc4)nc(C)c3c2C)cc1	-2	-2	1	10	-3	3	3	2.7	4
44	COc1cc(/C=C2/C(=O)N(c3ccc(C)c(C)c3)N=C2C)cc([N+](=O)[O-])c1O	-6	16	19	21	5	-2	-15	1.0	7
45	Cn1c(CCC(=O)OCC(=O)Nc2ccc(Oc3ccccc3)cc2)nc(=O)c2ccccc21	-6	-1	1	2	0	-2	-5	-2.6	3
46	Cc1c(Cl)cccc1-n1c(-c2cccnc2)n[nH]c1=S	2	0	-7	-17	7	-4	-3	0.2	4
47	Cc1cc(N2C(=O)C3C4CC(c5ccccc5)C(C4)C3C2=O)no1 (configuration not stated)	-3	-2	0	5	7	-1	1	0.9	-3
48	COc1cccc(Nc2nc3ccccc3nc2-n2nc(C)cc2C)c1	-2	-8	6	1	-7	-3	1	0.1	-4
49	O=C1/C(=C/c2cccnc2)N=C2CCCCCN12	1	-2	15	11	-5	-3	12	-7.1	3
50	CCOc1cc(/C=C2\C(=O)ON=C2c2ccccc2)cc(Br)c1O	-10	-2	-2	4	-17	40*	-6	54	-31
51	O=C(O)COc1c(Cl)cc(/C=C2/NC(=O)NC2=O)cc1Br	-3	3	3	4	0	-6	4	-0.5	11
52	CCOC(=O)C1CCN(C(=S)Nc2cccc(C)c2C)CC1	-3	2	14	11	6	-3	8	-0.6	1
53	Cc1cc(Cl)ccc1OCCCC(=O)NCc1ccncc1	-2	2	5	6	1	0	-5	-1.3	5
54	Cn1c(CNC(=O)CNS(=O)(=O)c2ccccc2)cc(=O)n(C)c1=O	0	-5	-2	7	-7	-2	7	-1.5	-6
55	CC(C)NS(=O)(=O)c1ccc(OCC(=O)NC(C)c2ccccc2)cc1 (configuration not stated)	-3	1	7	5	-2	-1	-1	3.2	8
56	NC(=O)c1cc(NC(=O)CCNS(=O)(=O)c2cccc(C(F)(F)F)c2)cc(C(N)=O)c1	-1	2	7	9	-2	-4	7	4.3	16
57	C=CCn1c(SCC(=O)Nc2cccc(OC)c2)nnc1-c1cccnc1	1	0	10	7	4	-3	5	0.3	8
